# TRPM1 prom inh – MITF TRPM1 promoter inhibition in SK-MEL-5 cells. SK-MEL-5 TRPM1 promoter luciferase, 24 h. inhibition, % at 12.5 µM. actives 0.83% (n = 330,000). AID 488899;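 active means mean inhibition across replicates of 60% or more, whatever share of single replicates reaches that level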; further: values of inactives mirror those of a sister screen read the other way
# NR2E3 ag-1 – human photoreceptor-specific nuclear receptor agonism; CHO-S Gal4-NCOR/VP16-NR2E3 two-hybrid, luciferase; Q9Y5X4; inhibition of corepressor binding, % at 3.98 µM; AID 602229; actives 0.35% (n = 360,000);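 active means inhibition above the mean of all tested compounds plus 3 SD, cut at about 70% in these data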;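 further: 0% = DMSO with NR2E3 transfected cells and 100% = cells lacking NR2E3 construct; higher means lower luciferase signal from less NR2E3 corepressor binding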
# Target sequence (Q9Y5X4 whole entry, looked up, the tested form may be a part): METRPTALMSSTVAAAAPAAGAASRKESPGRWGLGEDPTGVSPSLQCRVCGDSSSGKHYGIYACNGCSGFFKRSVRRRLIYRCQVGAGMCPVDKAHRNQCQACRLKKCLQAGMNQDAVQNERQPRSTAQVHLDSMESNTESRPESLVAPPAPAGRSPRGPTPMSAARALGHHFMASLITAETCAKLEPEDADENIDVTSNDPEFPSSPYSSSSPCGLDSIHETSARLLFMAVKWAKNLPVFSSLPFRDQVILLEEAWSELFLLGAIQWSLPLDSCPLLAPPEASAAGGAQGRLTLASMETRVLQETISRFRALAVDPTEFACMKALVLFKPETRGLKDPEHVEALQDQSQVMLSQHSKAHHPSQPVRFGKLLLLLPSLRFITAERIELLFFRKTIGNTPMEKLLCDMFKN
# CaV13 FRET inh – Disruptors of the CACNA1D IQ motif to Ca2+-dependent inactivation inhibitor domain association, primary screening, Förster resonance energy transfer in intact living …. HEK cells, CFP/YFP FRET ICDI-IQ, plate reader, 10 min; percent FRET-ratio fall versus neutral wells. inhibition, % at 12.3 µM. actives 0.098% (n = 340,000);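 active means mean replicate inhibition of at least 30% and at least 1% of replicates passing that level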;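 further: 0% = median of the neutral control wells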
# Peg3 prom inh – Peg3 promoter activity inhibition. HeLa PEG-Prom luciferase reporter, luminescence, overnight. inhibition, % at 20 µM. actives 1.7% (n = 360,000). AID 588405;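 active means inhibition of at least 50% at 20 µM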
# Vif imaging – inhibitors of HIV Vif; actives 0.35% (n = 340,000); HEK293T cells, Vif self-association by quenched fluorescence, imaging, 24 h; inhibition, % at 7.49 µM; in the data active means inhibition above about 50%, passing the limit was not always enough; further: some results filed as inactive read as strong as hits
# PDI inh – PDI (human) enzyme inhibition; actives 0.052% (n = 350,000); inhibition, % at 10 µM; PDI insulin aggregation turbidity, A650, 90 min; P07237; AID 588391;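 active means mean inhibition across replicates of 30% or more, whatever share of single replicates reach that level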;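 further: absorbance from insulin aggregation driven by PDI reduction with DTT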
# Target sequence (P07237 whole entry, looked up): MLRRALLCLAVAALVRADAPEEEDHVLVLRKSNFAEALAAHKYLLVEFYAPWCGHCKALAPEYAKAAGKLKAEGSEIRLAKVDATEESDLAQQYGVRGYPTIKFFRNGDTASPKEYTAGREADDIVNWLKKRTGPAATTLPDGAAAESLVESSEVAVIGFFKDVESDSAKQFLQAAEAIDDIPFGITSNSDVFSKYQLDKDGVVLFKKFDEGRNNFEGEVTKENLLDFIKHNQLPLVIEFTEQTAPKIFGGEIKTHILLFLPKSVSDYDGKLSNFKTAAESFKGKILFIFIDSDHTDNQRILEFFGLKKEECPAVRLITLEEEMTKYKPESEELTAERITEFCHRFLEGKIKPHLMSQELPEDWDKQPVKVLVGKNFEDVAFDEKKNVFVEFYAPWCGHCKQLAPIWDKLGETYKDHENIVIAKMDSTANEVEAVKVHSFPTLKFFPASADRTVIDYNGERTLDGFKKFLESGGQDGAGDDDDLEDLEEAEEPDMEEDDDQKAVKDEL
# CF NFkB block – cystic fibrosis NF-kB activation inhibition | actives 0.86% (n = 360,000) | KKLEB NF-kB-GFP reporter, PAF-induced, GFP fluorescence overnight | inhibition, % at 5 µM;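 active means at least 50% inhibition at 5 µM, scaled per plate between neutral and stimulator controls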;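 further: PAF is a Pseudomonas aeruginosa culture filtrate used as stimulus; plate controls were PAF-stimulated DMSO wells for no effect and unstimulated DMSO wells for full effect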
# Shn3 inh set2 – reduces Shn3 3'UTR luciferase signal in osteoblasts; inhibition, % at 12.5 µM; actives 0.52% (n = 360,000); AID 588674; Clone20 osteoblast Shn3 3'UTR firefly luciferase, 24 h;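 active means mean inhibition of at least 75% with every replicate also reaching 75%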;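 further: 0% = median of neutral control wells and 100% = pilot-screen positive control compound; some compounds past the cut are filed as inactive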
# KKLEB tox – counter-screen for CF NF-kB inhibitors: cytotoxicity. KKLEB CF airway cells viability, ATPlite luminescence, overnight; hits give low values; cells stimulated with P. aeruginosa culture filtrate. activity change (cytotoxicity), % at 5 µM. actives 0.36% (n = 360,000);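 active means corrected activity change at or below -50% at 5 µM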
# NR2E3 ag-2 – activates human photoreceptor nuclear receptor NR2E3; Q9Y5X4; AID 2300; actives 0.12% (n = 320,000); GST-NR2E3/biotin-RetCOR TR-FRET, 1536-well; inhibition of corepressor binding, % at 4.78 µM;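 active means percent inhibition above the cutoff of mean plus 3 SD of all tested compounds, set per screening campaign, cut at about 20% in these data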;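 further: 0% = DMSO wells and 100% = biotin wells as full block of FRET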
#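 Test system – NR2E3–RetCOR corepressor complex · Quantity – NR2E3 fusion 1.35 nM · Buffer or medium – Tris pH 7.5 · Incubation – Compound–protein incubation for 5 h at 4 °C · Technique – TR-FRET, Eu(K)-anti-GST donor, streptavidin-D2 acceptor, ex 340, em 617/671 nm · Evaluation – percent inhibition of 671/617 nm emission ratio versus biotin and DMSO controls · Plate – 1536-well format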
# HIF-2a inh – HIF-2a inhibition | 786-0 RCC cells HIF-2a reporter, luciferase luminescence, overnight | inhibition, % at 18.8 µM | actives 0.72% (n = 360,000);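 active means inhibition of the luminescence signal of 40% or more relative to plate controls, in a single-dose primary screen at 18.75 µM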
# * = called active by the depositor; nt = not tested or not shown; + = active, no number.
SMILES,TRPM1 prom inh,NR2E3 ag-1,CaV13 FRET inh,Peg3 prom inh,Vif imaging,PDI inh,CF NFkB block,Shn3 inh set2,KKLEB tox,NR2E3 ag-2,HIF-2a inh
COc1cc(C(O)P(=O)(OCC(C)C)c2ccc(N(C)C)cc2)cc(OC)c1OC (configuration not stated),-3,2,-2,9,-8,7,-4,13,8,0,9
CC(C)COc1ccc(C(=O)N/C(=C/c2cccc([N+](=O)[O-])c2)C(=O)O)cc1,-7,-2,-1,8,-12,-6,0,-32,12,1,8
CN1CCN(C(=O)CN2C(=O)NC(C)(c3ccc4ccccc4c3)C2=O)CC1 (configuration not stated),-3,9,-5,0,-3,-2,-3,12,14,3,-3
Nc1nnc(SCC(=O)Nc2cc(S(=O)(=O)N3CCOCC3)ccc2N2CCCC2)s1,11,-28,-3,7,10,8,6,-1,-13,4,8
O=C(Nc1cccc(F)c1)C1CCN(C(=O)c2ccc(Br)cc2)CC1,0,7,-6,-6,0,-2,-4,17,-6,1,4
COC(=O)c1cc(OC)c(OC)cc1NC(=O)C1CCCO1 (configuration not stated),-7,-17,-4,3,6,-2,-10,-14,7,1,2
CS(=O)(=O)c1ccccc1C(=O)Nc1cccc(-c2nc3ccccc3o2)c1,3,-18,-6,-44,-2,5,6,-25,1,-3,-74
Cc1cc(C(=O)N/N=C/c2ccc(C)s2)n[nH]1,-29,-68,-2,-126,10,-4,-8,-32,-4,-4,-98
CN(C[C@H](c1ccccc1)N(C[C@H](Cc1ccccc1)N(CCc1ccccc1)N=O)N=O)N=O,-8,16,-11,9,0,8,10,16,12,0,8
C=CCNC(=S)Nc1c(C(=O)OC)[nH]c2cc(OC)ccc12,5,-31,-7,-39,-13,-3,-29,-22,10,-8,-89
COc1ccc(/C(C)=N\Nc2nc(-c3ccc(Cl)cc3)cc(C(F)(F)F)n2)cc1OC,-5,4,-4,0,12,-2,7,7,-12,-1,5
O=C(CN1CCCCCCC1)N/N=C/c1ccc([N+](=O)[O-])o1,55,-14,-21,8,6,14,-10,-2,4,1,9
COc1ccc2nc(NCCCO)[nH]c2c1,-4,-12,-2,-2,-23,-5,1,-21,3,0,5
Cc1ccccc1CSc1nnc([C@@H]2CCCN2)o1,-4,6,-5,-11,-9,13,-4,-25,-4,-4,10
O=C(NCC(O)c1ccc([N+](=O)[O-])cc1)C1CCCCC1 (configuration not stated),4,3,-4,4,0,-3,-20,2,0,1,-4
Cc1cccc(N2CCN(S(=O)(=O)c3ccc(Cl)nc3)CC2C)c1 (configuration not stated),4,-3,-6,7,-1,-7,-2,12,-21,nt,0
Cc1c(OC(C)C(=O)NCCCN2CCOCC2)ccc2c3c(c(=O)oc12)CCC3 (configuration not stated),5,-7,-2,2,6,1,-8,-7,-5,-1,12
COc1ccc2c(c1OC)CN(C)CCc1cc3c(cc1C(O)C2)OCO3 (configuration not stated),-1,-2,nt,-3,-8,-9,3,8,-3,1,7
Cc1nonc1NC(=O)CSc1nc(C23CC4CC(CC(C4)C2)C3)nc2ccccc12,10,-13,-4,16,-13,9,32,-11,-24,0,19
COc1ccccc1C1C2=C(COC2=O)Nc2cc3c(cc21)OCO3 (configuration not stated),47,-20,-5,-1,89*,13,49,17,-47,0,12
CCOc1ccc(N(CC(=O)Nc2ccc(OC)cc2)S(=O)(=O)c2c(C)[nH]c(=O)[nH]c2=O)cc1,6,-25,-7,-8,5,-1,-8,-5,4,-1,16
Nc1cccc2c1C(=O)N(c1ccccc1)C2=O,-14,-18,+,-55,-4,1,-26,0,2,2,-72
CCNC(=O)N(C)c1c(CC)nc2ccc(C(=O)N3CCN(C(=O)c4ccco4)CC3)cn12,nt,16,-10,1,-8,-4,-11,-1,2,nt,7
Oc1ccc2c(ccc3[nH]cnc32)c1,-6,8,-2,-43,4,0,20,-9,6,-1,6
CCCNC(=O)C1(CC2CC(c3ccccc3)=NO2)CCN(C(=O)c2cc(OCC)c(OCC)c(OCC)c2)CC1 (configuration not stated),5,2,-10,6,0,5,-12,-22,-4,-1,-7
CN(C)c1ncccc1-c1nc2ccccc2s1,-3,4,12,-17,2,3,4,9,-23,1,-3
COc1ccc(/C=N/OCC(=O)Nc2nc3ccccc3s2)cc1OC,-9,-26,-8,-48,-7,8,2,4,10,2,-61
CN(Cc1ccccc1)C(=O)COC(=O)CNS(=O)(=O)c1ccc2ccccc2c1,-1,1,-6,-6,0,-2,-11,-26,4,-3,12
COc1ccc(-c2cc3c(=O)n(CC(=O)NCCCN4CCC(N5CCCCC5)CC4)ncn3n2)cc1,-37,-9,-4,-121,-7,7,0,7,-9,0,-61
CCCc1c(C(=O)N/N=C(\C)c2ccc3c(c2)OCO3)nnn1-c1nonc1N,nt,-10,-17,-4,10,4,4,12,-1,nt,9
O=C(COC(=O)c1cccnc1Nc1ccccc1F)NCCN1C(=O)CSC1=O,1,17,-9,21,-4,5,-14,4,-7,2,-19
O=C(O)CCn1ncc2ccccc2c1=O,-1,-34,1,-39,-9,3,0,11,-2,1,-41
CCS(=O)(=O)Nc1ccc(C(=O)c2ccccc2)cc1,5,4,-6,5,-2,5,2,9,-4,-4,3
CCN1C(=O)/C(=C2/Sc3ccc(OC)cc3N2C)SC1=Nc1cccc(O)c1,-16,-26,-8,38,6,-5,17,9,-12,0,-40
CCN(CCCNC(=O)CNC(=O)Cn1cnc2ccccc2c1=O)c1ccccc1,4,-28,0,7,-1,12,5,-3,3,-2,5
COc1ccc(OCC(=O)Nc2nc3ccc(NC(C)=O)cc3s2)cc1,-8,-16,-3,-26,-7,-8,-2,-1,-12,1,-20
O=C1CC/C=C\C[C@@H](CC(=O)N(CCO)Cc2ccccc2)C(=O)NC[C@@H](c2ccccc2)O1,-3,-23,-4,-13,1,2,1,-10,-14,nt,12
CCc1c(C)sc(NC(=O)C2CCCCC2C(=O)O)c1C(N)=O (configuration not stated),-6,-14,-2,-11,15,-2,4,-19,-4,0,7
COc1ccc2sc(N(CCN(C)C)C(=O)/C=C/c3cccs3)nc2c1,2,-7,1,-12,13,-1,27,15,-18,-3,-4
C=C(C(=O)c1ccccc1)C(NC(C)(C)C)c1ccccc1 (configuration not stated),99*,92*,-6,104*,19,-11,50*,37,-35,nt,85*
c1ccc2c(c1)OCC(c1nn3cnnc3s1)O2 (configuration not stated),-11,1,-6,-19,7,1,-1,-19,0,-1,-16
O=S(=O)(NCCNS(=O)(=O)c1ccc(F)cc1)c1ccc(F)cc1,9,-12,-3,14,2,-1,7,-2,8,0,2
COC(=O)CC(NC(=O)C1CC1)c1ccc2c(c1)OCO2 (configuration not stated),7,4,-9,25,-7,7,-15,13,8,-5,7
COc1ccc(NC(=O)/C(C#N)=C/c2ccc(OCCN3CCOCC3)c(OC)c2)c(OC)c1,-7,-17,nt,2,2,1,-12,-1,16,0,-15
O=C(Nc1ccc(S(=O)(=O)N2CCOCC2)cc1)c1ccc(Cl)s1,5,19,-9,-6,-1,4,-13,15,10,2,12
CC1CCN(C(=O)C2CCN(S(=O)(=O)c3cc(Cl)ccc3Cl)CC2)CC1,-4,-20,-4,21,25,-2,6,nt,-1,0,15
Cc1ccc(C(=O)N/N=C\c2ccc[nH]2)cn1,-18,-4,-3,-32,1,-7,-5,-58,0,4,-53
COC(CNc1nc(SC)nc2sc3c(c12)CCN(C)C3)OC,9,2,-10,13,-7,1,11,0,-4,-2,12
COc1nc(N(C)C)nc(N2CC(=O)N(CCNS(=O)(=O)c3ccc(C)cc3)C2=N)n1,3,-16,-9,3,2,-5,2,12,5,3,25
Nc1ccc2nc(SCC(=O)c3ccccc3)sc2c1,-20,-7,-2,-93,-6,2,-4,-21,6,2,-92
CCC(=O)Nc1nc2ccc3nc(C)sc3c2s1,-43,-138,-5,-217,6,13,21,-62,-14,0,-253
CC(=O)Nc1ccc(NC(=O)Cc2ccc(S(=O)(=O)N3CCCCC3)cc2)cc1,4,0,-6,16,-6,-3,-1,10,3,nt,12
CCC1Sc2ccc(S(=O)(=O)CCC(=O)Nc3c(Cl)cc(OC)cc3OC)cc2NC1=O (configuration not stated),8,11,-2,47,8,2,-2,12,17,1,13
CC(C)C1S/C(=N/N=C/c2ccco2)NC1=O (configuration not stated),-4,-21,-9,-2,7,-1,-10,19,6,8,12
Nc1cc(=O)[nH]c(SCC(=O)Nc2cccc(S(=O)(=O)N3CCCCCC3)c2)n1,-11,-17,-6,-13,20,-2,19,-7,-11,nt,6
O=C(c1ccc(=O)oc1)N1CCC(C(O)(c2ccccc2)c2ccccc2)CC1,-3,-8,-5,3,-2,-1,-14,10,3,-2,8
c1ccc(C(c2nnnn2Cc2cccs2)N2CCN(C3CCCC3)CC2)cc1 (configuration not stated),-16,9,-4,11,0,6,6,14,-6,-1,20
O=C(Cc1ccccc1)N/N=C/c1ccc(OC(=O)/C=C\c2ccco2)cc1,12,-23,-6,-16,0,2,-11,-14,3,-2,-11
CN(C)c1ccc(NC(=O)COC(=O)c2ccc3c(c2)OCO3)cc1,1,-5,-5,-7,15,-9,-29,9,3,nt,-2
O=C(CN1CCCCC1)N1c2ccccc2Oc2ccccc21,12,-5,nt,3,nt,11,17,3,-2,-1,-3

# Reprinted from the part before: three entries, then new ones.
SMILES,TRPM1 prom inh,NR2E3 ag-1,CaV13 FRET inh,Peg3 prom inh,Vif imaging,PDI inh,CF NFkB block,Shn3 inh set2,KKLEB tox,NR2E3 ag-2,HIF-2a inh
O=C(Cc1ccccc1)N/N=C/c1ccc(OC(=O)/C=C\c2ccco2)cc1,12,-23,-6,-16,0,2,-11,-14,3,-2,-11
CN(C)c1ccc(NC(=O)COC(=O)c2ccc3c(c2)OCO3)cc1,1,-5,-5,-7,15,-9,-29,9,3,nt,-2
O=C(CN1CCCCC1)N1c2ccccc2Oc2ccccc21,12,-5,nt,3,nt,11,17,3,-2,-1,-3
CCOC(=O)C1CCCN(C(=O)c2ccccc2NC(=O)C2=C(C)OCCS2)C1 (configuration not stated),-12,-6,-4,4,-4,-4,-6,1,7,4,1
C=CCn1c(=O)[nH]c2cc(C(=O)N3CC=C(c4ccccc4)CC3)ccc2c1=O,-7,29,-5,11,-15,4,25,15,-2,-2,3
COc1ccc(-c2cc(=O)oc3cc(OCC(=O)NCCCn4ccnc4)ccc23)cc1,0,-13,nt,6,-2,nt,-6,19,9,1,12
CN(C)CCOc1cccc(Br)c1,6,10,-6,8,0,3,-4,-10,-5,-1,19

# Screens deposited in PubChem BioAssay by several laboratories.
